# From PubChem BioAssay
# tim10-1 inh – inhibits growth of tim10-1 mutant yeast | S. cerevisiae tim10-1 ts strain growth, BacTiter-Glo, 24 h | inhibition, % at 20 µM | 330,000 tested, 2.2% active | AID 463190;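 active = inhibition of at least 40%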;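 note: mutant grown at 25 °C; 0% = DMSO wells with yeast and 100% = wells holding no yeast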
# APJ ag – activates the human apelin receptor APJ; 330,000 tested, 0.11% active; activation, % at 20 µM; CHO-K1 APJ PathHunter beta-arrestin, luminescence; 0% DMSO wells, 100% apelin; AID 2520; P35414;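 active = activation more than six SD over the plate average, tested at 20 µM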;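 note: 0% = DMSO alone and 100% = apelin-13 at 10 nM; some results filed as inactive read as strong as hits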
# Target sequence (P35414 whole entry, looked up): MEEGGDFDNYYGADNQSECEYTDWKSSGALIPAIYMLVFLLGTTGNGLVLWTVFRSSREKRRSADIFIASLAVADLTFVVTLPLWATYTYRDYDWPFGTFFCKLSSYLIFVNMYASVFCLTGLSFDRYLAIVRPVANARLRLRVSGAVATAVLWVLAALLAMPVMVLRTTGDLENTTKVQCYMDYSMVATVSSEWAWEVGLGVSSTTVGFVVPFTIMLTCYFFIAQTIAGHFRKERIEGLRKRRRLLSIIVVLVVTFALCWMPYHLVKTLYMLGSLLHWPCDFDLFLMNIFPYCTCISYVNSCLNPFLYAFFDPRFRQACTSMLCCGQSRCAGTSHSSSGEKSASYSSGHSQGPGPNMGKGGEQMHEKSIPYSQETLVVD
#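 Material: engineered CHO-K1 APJ arrestin reporter cells; amount: 1000 CHO-K1 reporter cells seeded per well; incubation: compound stimulation 90 min at 25 °C, detection 60 min; signal: luminescent beta-gal fragment complementation, chemiluminescent substrate; read-out basis: APJ agonist activity; controls: DMSO-only wells as negative, 10 nM Apelin-13 as positive control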
# CHOP UPR activ – activators of apoptotic arm of unfolded protein response (CHOP) | AID 449763 | activation, % at 10 µM | 330,000 tested, 0.34% active | CHO-CHOP luciferase reporter, UPR activation, luminescence; percent of tunicamycin response over DMSO baseline;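 active = at 10 µM dose, activation of 40% or more, normalized to positive control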;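 note: 100% = tunicamycin at 10 µg/mL and 0% = DMSO alone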
#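 System: CHO-CHOP luciferase reporter cell line; amount: 500 cells/well; buffer or medium: F12 medium containing 10% fetal bovine serum; incubation: 6 h compound exposure at 37 °C after overnight seeding; measured by: luciferase luminescence after 10 min with Steady-Glo reagent; evaluation: % reporter activation, DMSO baseline versus tunicamycin full activation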
# APJ antag – blocks the human apelin receptor APJ | P35414 | CHO-K1 APJ beta-arrestin complementation, luminescence | inhibition, % at 20 µM | 330,000 tested, 0.32% active | AID 2521;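 active = inhibition above about 40% at 20 µM, limit read from the data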;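 note: cells challenged with 10 nM apelin-13 agonist together with compound; plate controls were apelin-13 plus DMSO wells for no effect and DMSO wells lacking apelin-13 for full effect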
# CXCR6 inh – CXCR6 (human) receptor inhibition. inhibition, % at 20 µM. O00574. AID 602244. CHO-K1 PathHunter CXCR6 beta-arrestin, luminescence. 360,000 tested, 0.36% active; in the data active = inhibition above about 34%, passing the limit was not always enough;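 note: antagonist mode with CXCL16 agonist at 10 nM final; 0% = 10 nM CXCL16 with DMSO and 100% = unstimulated wells without agonist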
# Target sequence (O00574 whole entry, looked up): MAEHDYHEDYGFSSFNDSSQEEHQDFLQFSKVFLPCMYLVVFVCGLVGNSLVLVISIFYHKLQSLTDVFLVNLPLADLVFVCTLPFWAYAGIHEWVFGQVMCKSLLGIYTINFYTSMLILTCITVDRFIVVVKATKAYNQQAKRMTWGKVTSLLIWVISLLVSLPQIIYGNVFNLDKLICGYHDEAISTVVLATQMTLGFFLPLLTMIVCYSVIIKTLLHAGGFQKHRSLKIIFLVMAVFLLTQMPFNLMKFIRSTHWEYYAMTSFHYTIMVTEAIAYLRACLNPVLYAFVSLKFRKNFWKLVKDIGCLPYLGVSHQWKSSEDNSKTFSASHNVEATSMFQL
# Mdm2-MdmX inh – human Mdm2/MdmX binding inhibition | O15151+Q00987 | SaOS-2 split-luciferase Mdm2/MdmX complementation, luminescence | inhibition, % at 8 µM | 330,000 tested, 3% active | AID 485346;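 active = inhibition of at least 50% at 8 µM in the primary screen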
# TIM10 inh – TIM10 yeast growth inhibition. S. cerevisiae TIM10 strain growth, BacTiter-Glo luminescence, 24 h. inhibition, % at 10 µM. 330,000 tested, 1.4% active;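 active = inhibition of 40% or more at the single tested concentration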;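 note: wild-type TIM10 isogenic control strain grown at permissive 25 °C; 0% = DMSO yeast wells and 100% = minimal medium wells without yeast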
# UPR XBP1 act – activators of adaptive arm of unfolded protein response (XBP1); 330,000 tested, 0.33% active; activation, % at 20 µM; CHO-XBP1 luciferase reporter, IRE1-XBP1 UPR activation, luminescence; percent of tunicamycin response, DMSO as zero;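 active = versus positive control, 20 µM dose yields 30% or more activation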;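 note: 100% = tunicamycin at 10 µg/mL and 0% = DMSO only wells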
#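 Material: IRE1-XBP1 luciferase reporter CHO line / Quantity: one thousand reporter cells per well / Buffer or medium: F12 with 10% serum / Compound: 20 µM single concentration, DMSO 1% / Times: 6 h treatment, 37 °C / Detection: Steady-Glo luciferase glow luminescence, 10 min after reagent addition / Benchmarks: tunicamycin high, DMSO low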
# tim23-1 inh – growth inhibitors of tim23-1 mutant yeast; inhibition, % at 20 µM; 330,000 tested, 1.3% active; S. cerevisiae tim23-1 growth, BacTiter-Glo luminescence, 24 h; AID 463212;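 active = growth inhibition of the mutant yeast at or above 50%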;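 note: temperature-sensitive mutant grown at 25 °C; plate controls were DMSO-treated mutant yeast for no effect and medium wells lacking yeast for full effect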
# Numbers without * were called inactive; . = not tested or not shown. This is a subset. The share of hits here may be higher or lower than overall.
SMILES,tim10-1 inh,APJ ag,CHOP UPR activ,APJ antag,CXCR6 inh,Mdm2-MdmX inh,TIM10 inh,UPR XBP1 act,tim23-1 inh
NC(=O)NC(=O)C(OC(=O)CCNS(=O)(=O)c1ccccc1)c1ccccc1 (stereo not drawn),7,-5,0.8,13,-2,2,15,-1,12
CC(C)C(NC(=O)c1cccc(S(=O)(=O)N2CCOCC2)c1)C(=O)NCCc1ccccn1 (stereo not drawn),-2,-3,0.6,4,10,-26,3,0,11
Cc1ccc(S(=O)(=O)N2CCN(C(=O)CCOc3cc(C)ccc3C)CC2)cc1,13,0,-0.5,-51,-2,4,1,-6,15
COc1ccc(C2NCCC3(O)CCCCC23)c(OC)c1OC (stereo not drawn),5,-1,0.2,11,2,4,5,-3,9
CC(=O)Nc1cc[n+](CC(=O)c2cccc([N+](=O)[O-])c2)cc1,-10,0,-0.4,6,-14,-17,0,-5,-10
O=C(O)c1[nH]c2ccccc2c1CC(=O)N1CCN(c2ccccc2)CC1,6,-3,0.5,-28,-1,4,16,-3,20
CC(C)(C)OC(=O)NCc1ccc(NC(=O)c2nc[nH]c2C(=O)NCCCCNC(=O)c2[nH]cnc2C(=O)Nc2ccc(CNC(=O)OC(C)(C)C)cc2)cc1,7,-1,4.1,1,-5,96*,4,-1,11
CC(C)(C)c1ccc(C(=O)Nc2ccc(Oc3cccnc3)nc2)cc1,16,2,1.1,-2,-13,29,-9,-1,21
CCc1ccc(/C=C2/SC(=S)N(CCC(=O)NCCCN3CCOCC3)C2=O)cc1,17,2,2.4,-18,1,12,15,1,20
COc1cccc(/C=N/NC(=O)CNC(=O)c2ccc(S(=O)(=O)N3CCOCC3)cc2)c1OC,6,-1,3.5,-27,-10,-20,4,-1,9
COc1ccc([N+](=O)[O-])cc1NS(=O)(=O)c1cccc(C(=O)OC2CCOC2=O)c1 (stereo not drawn),-1,-5,-0.7,23,19,-11,4,0,-1
Cc1n[nH]c(C)c1S(=O)(=O)N1CCc2ccccc21,0,-6,-1.6,2,-11,11,20,-3,-7
CCc1nnc2sc(-c3ccc(NC(=O)c4ccc5c(c4)OCCO5)cc3)nn12,0,-2,-0.1,-9,-1,41,7,-3,-1
Cc1nc2ccccc2c2oc(C(=O)N3CCN(c4ccc([N+](=O)[O-])cc4)CC3)cc12,-16,-1,-1.6,6,-4,86*,-26,-8,-5
NNC(=O)c1ccc2[nH]c3c(c2c1)CCCC3,6,0,2.5,0,-8,-10,21,0,22
Fc1ccccc1C(c1nnnn1Cc1ccc2c(c1)OCO2)N1CCN(Cc2ccccc2)CC1 (stereo not drawn),27,-5,0.3,5,12,-3,24,-1,30
CCCCN(CC)Cc1c(O)ccc2c3c(c(=O)oc12)CCC3,5,-5,-1.8,9,2,-16,-3,-1,-4
Cc1nc2ccc([N+](=O)[O-])cc2c(=O)n1Cc1ccc(Br)cc1,-2,1,-2.2,-9,-1,19,10,-7,18
Cn1c(SCC(=O)NC(=O)NCc2ccccc2)nnc1C(F)(F)F,6,-4,-0.6,-6,-7,19,5,-3,7
CCCCN(C(=O)c1ccc(C)cc1)c1c(N)n(CCC)c(=O)[nH]c1=O,15,-2,2.8,8,-17,20,23,1,53*
CC(NC(=O)c1ccco1)c1ccc2c(c1)OCCO2 (stereo not drawn),9,1,-0.4,6,3,-13,-2,1,-2
Cc1cc(C)nc(N2CCC(C(=O)NNC(=O)c3ccccc3)CC2)n1,0,-4,-1.0,1,-7,23,3,-3,15
CN1CCN(S(=O)(=O)c2ccc(NC(=S)NC(=O)C3CC3)cc2)CC1,-9,-1,-0.9,-7,0,-11,-18,0,13
CCCNS(=O)(=O)c1ccc(CCC(=O)Nc2ccc3c(c2)OCCO3)cc1,9,0,-1.6,0,2,3,0,-1,4
COc1ccc(-c2cn(Cc3ccc(C(=O)NCc4ccc(C)cc4)cc3)c(C(C)N)n2)cc1 (stereo not drawn),2,-2,8.8,9,8,1,10,26,5

# (listing goes on)
SMILES,tim10-1 inh,APJ ag,CHOP UPR activ,APJ antag,CXCR6 inh,Mdm2-MdmX inh,TIM10 inh,UPR XBP1 act,tim23-1 inh
O=C(Nc1ccccc1)C1=C[C@@H](c2ccc(C(F)(F)F)cc2)C[C@@H](OCc2ccc(CO)cc2)O1,20,3,2.2,5,6,17,14,-3,28
COc1ccc(CCNC(=O)Cn2cnc3c(nnn3Cc3ccccc3F)c2=O)cc1OC,-2,-2,-0.5,8,4,7,-11,0,-4
COc1ccc(NC(=O)C2CC(c3ccc(OC)c(OC)c3)=NO2)cc1OC (stereo not drawn),-7,2,-0.9,-14,-5,-11,10,-2,12
COC(=O)[C@H](Cc1ccccc1)NC(=O)C1(OC(C)=O)CC(OC(C)=O)C(OC(C)=O)C(OC(C)=O)C1 (stereo partly drawn),17,1,0.6,-6,5,-9,-3,0,12
Cc1ccc(S(=O)(=O)N2CCCC(C(=O)Nc3ccc(NC(=O)c4ccccn4)cc3)C2)cc1 (stereo not drawn),2,2,7.4,-8,-2,14,6,12,8
CC(OC(=O)Cn1[nH]c(=O)c2ccccc2c1=O)C(=O)Nc1ccc(F)cc1Cl (stereo not drawn),15,-7,0.0,14,4,10,1,4,-7
O=C(Nc1ccc2c(c1)OCO2)c1cnn2c(C(F)(F)F)cc(-c3ccco3)nc12,-3,3,3.2,12,1,33,7,7,-2
CN(Cc1nc(-c2ccc(C(F)(F)F)cc2)no1)C1CCOCC1,3,1,1.6,-3,2,-1,6,0,8
COc1cccc(C2c3[nH]c4ccccc4c3CCN2C(=O)Cn2cncn2)c1OC (stereo not drawn),1,-2,-2.2,-2,-4,-1,-12,-3,8
Cc1ccc(NC2=NC(c3ccc(C)cc3)n3c(nc(C)cc3=O)N2)cc1 (stereo not drawn),14,-1,-0.7,-5,-7,-16,-3,0,18
CCN1CCN(C(=O)CCS(=O)(=O)c2cc3c(cc2Cl)NC(=O)CO3)CC1,-32,-5,-2.2,-49,-4,-5,-7,1,-13
COc1ccc(C(c2c(C)[nH]n(C(N)=S)c2=O)C(C#N)C#N)cc1 (stereo not drawn),44*,2,62*,10,0,-6,18,2,47
Cc1ccc(C)c(NC(=O)CSc2nnc(NC(=O)C3CC3)s2)c1,-4,3,2.6,4,-6,26,-17,-3,-19
Nc1nc(SCC(=O)N2CCN(c3ccccc3)CC2)n[nH]1,-15,-1,1.9,10,-4,12,-5,-2,-9
CN1CCN(C2Cc3ccccc3Sc3cc(C(F)(F)F)ccc32)CC1 (stereo not drawn),-14,-4,2.3,15,.,50,22,18,11
O=C(Cn1cc([N+](=O)[O-])cn1)Nc1nccs1,1,-1,1.8,6,-9,21,-11,2,8
COc1ccccc1CNC(=O)Cc1csc(NC(=O)Nc2ccccc2OC)n1,-8,2,0.5,17,0,26,1,-6,-2
O=C(COC(=O)c1cccnc1Cl)Nc1ccc2c(c1)OCO2,3,-3,1.7,-16,-4,14,-14,1,-8
O=C(c1ccc(S(=O)(=O)N2CCOCC2)cc1)N(c1ccccn1)C1CCCCC1,14,-3,-0.3,-3,1,10,-9,0,9
O=C(COC(=O)C1CCN(S(=O)(=O)c2cccc3cccnc23)CC1)c1ccccc1,18,1,-0.3,-17,-8,16,5,0,8
O=C(NCC1CCCO1)c1cccc2ccccc12 (stereo not drawn),1,2,1.9,15,-1,-18,-1,-4,-3
O=C(c1ccccc1SCc1ccc(F)cc1)N1CCOCC1,8,-2,-1.4,19,5,0,-6,-3,6
CCOc1ccc(NCc2nnc(SCC(=O)Nc3cc(C)on3)n2-c2ccccc2OC)cc1,7,-3,0.6,-3,5,16,0,-2,15
S=c1[nH]ncn1/N=C/c1ccccn1,5,-3,-2.3,-7,3,7,2,-1,1
Cc1[nH]c2ccccc2c1C(=O)CN1CCCCC1C (stereo not drawn),14,-3,-1.7,6,8,-2,14,4,7

# Additional entries follow.
SMILES,tim10-1 inh,APJ ag,CHOP UPR activ,APJ antag,CXCR6 inh,Mdm2-MdmX inh,TIM10 inh,UPR XBP1 act,tim23-1 inh
O=C(NNC(=S)Nc1ccccc1)c1ccc(O)cc1,-5,-8,6.9,23,15,-70,3,4,8
CN(C)c1nc2sc3c(c2c(=O)n1C)CC(C)(C)OC3,21,-3,-0.2,0,7,-26,8,1,15
COC(=O)[C@H](Cc1c[nH]c2ccccc12)NC(=O)NCc1ccc(OC)c(OC)c1,-19,1,-0.5,14,4,4,2,-3,6
O=C(CNC(=O)c1ccc(Cl)cc1)Nc1ccccc1C(F)(F)F,-1,-5,1.5,-1,-1,-5,-19,0,9
Cc1cc(C)cc(NC(=S)NCCN2CCOCC2)c1,12,-3,-2.6,8,11,17,2,0,8
Cc1cc2c(c(=O)o1)C(CC(C)C)C(C#N)=C(N)O2 (stereo not drawn),-14,-4,0.3,-8,2,-3,-10,-3,-1
Cc1ccc(/C(O)=C2\C(=O)C(=O)N(CC(C)O)C2c2cccc(F)c2)cc1 (stereo not drawn),-17,-4,-1.7,-45,9,23,-15,-2,-8
O=C(NC1CC1)C(=O)c1c[nH]c2ccccc12,8,6,1.5,-3,1,22,-5,-1,6
CCN(C[C@H]1N[C@@](C)(C(=O)OC)[C@H]2C(=O)N(Cc3ccccc3)C(=O)[C@@H]12)S(=O)(=O)c1ccc(F)cc1,7,-5,-0.7,-1,-1,0,6,-2,-4
CCc1c(C)nc(N2CCN(c3ccc(F)cc3)CC2)[nH]c1=O,7,-2,1.4,-3,0,16,8,-5,19
Cc1cc(NCc2ccccc2)c2ccccc2n1,-8,5,-1.7,6,-11,9,5,-8,-3
O=C(NCCCN1CCOCC1)c1ccc(N2CCOCC2)c([N+](=O)[O-])c1,1,-4,-1.3,-31,-1,8,-11,-6,5
CCn1c(SCC(=O)N2CCCc3ccccc32)nc2c(c1=O)SC(C)C2 (stereo not drawn),27,-3,0.6,-1,1,9,-6,0,26
COC(=O)COc1ccc(/C=N/NS(=O)(=O)c2ccccc2)cc1,-4,-1,0.6,15,-1,13,-2,-1,-6
CC1(C)CC(=O)C(C=NCCN2CCN(CCCCS(=O)(=O)O)CC2)=C(O)C1,2,-2,-2.4,-9,-6,-11,6,0,6
N#CC1=C(SCc2ccccc2Cl)NC(=O)C(C(N)=O)C1 (stereo not drawn),5,-4,-1.5,6,11,-4,8,3,8
Cc1ccc2oc(=O)c3cnn(CC(=O)NCCN4CCOCC4)c3c2c1,-27,1,-1.4,13,-9,4,-11,1,-8

# 3 compounds from above, sorted by the number in APJ antag, lowest first.
SMILES	APJ antag
Cc1cc2c(c(=O)o1)C(CC(C)C)C(C#N)=C(N)O2 (stereo not drawn)	-8
N#CC1=C(SCc2ccccc2Cl)NC(=O)C(C(N)=O)C1 (stereo not drawn)	6
COC(=O)[C@H](Cc1c[nH]c2ccccc12)NC(=O)NCc1ccc(OC)c(OC)c1	14
